TRPV1 agonist: HTS Assay for Compounds that Act as Agonists of the Vanilloid Receptor 1. 0.19% of 320,000 active. activation, % at 8.33 µM. Transient receptor potential cation channel subfamily V member 1 (Homo sapiens), Q8NER1. TRPV1-expressing cells, Fluo-8 calcium influx, agonist mode; in the data active = activation above about 80%; inconclusive = between about 30% and that limit; also: 0% is about no effect
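TRPV1-expressing cells were cultured overnight at 35.5C and loaded with Fluo-8 calcium dye for 40 to 90 min at room temperature. After a 10 s baseline, compound was added and calcium influx was read kinetically for 3 min (ex 480/em 520 nm).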
USP2a block: qHTS Assay for Inhibitors of Ubiquitin-specific Protease USP2a Using CHOP2 as the Reporter; Potency, µM (doses to about 38.3 µM), for inactives: at the highest dose activity change, negative = inhibition, hits mostly inhibitors; USP2 core, Ub-CHOP2 coupled fluorogenic reporter, 485/531; 0.01% of 330,000 active; Ubiquitin carboxyl-terminal hydrolase 2 (Homo sapiens), O75604;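 also: potency is read from the fitted curve at half-maximal effect; plate controls were DMSO wells for no effect and full inhibition by NEM control for full effect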
Target sequence (O75604 whole entry, looked up): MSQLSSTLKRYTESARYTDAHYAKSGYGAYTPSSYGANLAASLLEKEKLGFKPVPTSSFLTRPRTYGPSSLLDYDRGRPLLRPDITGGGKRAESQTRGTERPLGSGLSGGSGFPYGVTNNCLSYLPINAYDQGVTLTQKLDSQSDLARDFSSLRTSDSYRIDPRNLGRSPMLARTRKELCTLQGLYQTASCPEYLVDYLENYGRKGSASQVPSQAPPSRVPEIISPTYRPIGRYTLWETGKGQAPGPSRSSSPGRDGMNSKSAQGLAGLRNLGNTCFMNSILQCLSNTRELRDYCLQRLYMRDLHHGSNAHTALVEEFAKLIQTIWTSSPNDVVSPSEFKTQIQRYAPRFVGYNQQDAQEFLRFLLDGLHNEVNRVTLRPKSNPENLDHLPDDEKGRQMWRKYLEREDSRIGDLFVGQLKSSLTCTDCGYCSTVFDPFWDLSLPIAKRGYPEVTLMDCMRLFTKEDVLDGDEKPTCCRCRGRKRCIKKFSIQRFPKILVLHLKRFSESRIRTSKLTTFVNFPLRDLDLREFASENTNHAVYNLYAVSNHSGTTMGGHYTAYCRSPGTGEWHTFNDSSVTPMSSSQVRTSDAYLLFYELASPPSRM
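Deubiquitinase activity read as fluorescence (485/531 nm) after Ub-CHOP2 cleavage activates the enterokinase reporter on its substrate; USP2 core 10nM, Ub-CHOP2 and substrate 25nM each, 30min compound preincubation then 60min RT; data normalized to NEM, curves fitted.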
a7 integrin act: qHTS for Activators of Integrin-Mediated Alleviation for Muscular Dystrophy. 0.064% of 350,000 active. alpha7betagal myoblasts, beta-gal FDG fluorescence, 48 h. Potency, µM (series often up to 38.3 µM), for the others: at the top dose activation, usual class: activators;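 also: potency is read from the fitted curve at half-maximal effect; 100% = response of the positive control SU9516; nearly all actives have a fitted effect of over 60% in size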
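alpha7betagal+/- myoblasts (passage 13, 250/well) treated 48 h at 37C with compounds at 1:260 dilution of DMSO stock. Lysed, then beta-galactosidase activity read as FDG fluorescence (ex 480/em 540) after 30 min, with pre-read for autofluorescence.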
uPA surface inh: qHTS for Inhibitors of Cell Surface uPA Generation; cell surface uPA generation assay, qHTS; Potency, µM (titrated, usually from 38.3 µM), for the others: top-dose activity change, negative = inhibition, actives largely listed as inhibitors; 0.31% of 330,000 active; AID 540303, 2011; active = well fitted inhibition curve with a large enough effect; inconclusive = small, poorly fitted or top-dose-only effect; inactive = no such curve, though single readings can be large or run the other way; tested in mouse RAW 264.7 cells; also: potency is read from the fitted curve at half-maximal effect; % is scaled to controls: 0 for no effect and ±100 for the full control effect; nearly all actives have a fitted effect of over 55% in size
S-ASM inh: Inhibitors of Secretory Acid Sphingomyelinase (S-ASM): qHTS; Sphingomyelin phosphodiesterase (Homo sapiens), P17405; placental ASM, HMU-PC fluorogenic substrate, 60 min; Potency, µM (highest dose often 57.5 µM), without a hit: top-dose activity change, negative = inhibition, most hits filed as inhibitors; 0.006% of 340,000 active; AID 504937, 2011; also: potency is read from the fitted curve at half-maximal effect
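Fluorescence read-out (Ex 386 nm, Em 447 nm) after stopping the reaction at pH 10. Enzyme: ASM from human placenta; substrate HMU-PC0, 9 uM final; 60 min, 37 °C. Compound preincubation 10 min, ambient temperature.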
p53 reactivation: qHTS assay for re-activators of p53 using a Luc reporter. 0.063% of 320,000 active. H1299 p53-A138V BP100-luciferase reporter, luminescence, 24 h. AID 504706, 2011. Potency, µM (doses to about 92.2 µM), without a hit: at the top dose activity change, positive = activation, usual class: activators; also: potency is read from the fitted curve at half-maximal effect; % of control where 0% means no effect; nearly all actives have a fitted effect of over 45% in size
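p53-null H1299 cells stably carrying temperature-sensitive p53-A138V and a BP100-luciferase reporter were pinned with compounds (4-point, 1:5 series) and held 24 hrs at 37 deg C. Luminescence was read 10 min after detection reagent.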
BRCA1 expr up: qHTS Assay to Identify Small Molecule Activators of BRCA1 Expression; MCF7-BRCA1-FFLuc reporter, luminescence, 48 h; response scale: scaled: vehicle 0%, 10 µM genistein 100%; 1.1% of 380,000 active; Potency, µM (titrated, usually from 46.1 µM), for the others: at the top dose activation, actives largely listed as activators; also: potency is read from the fitted curve at half-maximal effect; nearly all actives have a fitted effect of over 80% in size; some results filed as inactive show a strong effect at the top dose
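Luminescence from a BRCA1-driven firefly luciferase in MCF7 cells was read after 48 h compound exposure at 37 C. Data normalized against DMSO and a 10microM genistein activation control, then curve-fitted across the titration.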
PTAP TSG101 blk: qHTS Assay for Iinhibitors of HIV-1 Budding by Blocking the Interaction of PTAP/TSG101 | Potency, µM (top dose mostly 115 µM), for the others: at the highest dose activity change, negative = inhibition, most hits filed as inhibitors | AID 493005, 2010 | Fluorescence polarization, FITC-PTAP peptide / Tsg101 binding | Tumor susceptibility gene 101 protein (Homo sapiens), Q99816 | 340,000 tested, under 10 active; active = well fitted inhibition curve with a large enough effect in the main read-out, with a control signal flat, not every such curve was filed as active; inconclusive = small, poorly fitted or top-dose-only effect, or effect the other way, or a change in a side signal; inactive = no such curve, though single readings can be large or run the other way; also: potency is read from the fitted curve at half-maximal effect; % of control where 0% means no effect
Target sequence (Q99816 whole entry, looked up): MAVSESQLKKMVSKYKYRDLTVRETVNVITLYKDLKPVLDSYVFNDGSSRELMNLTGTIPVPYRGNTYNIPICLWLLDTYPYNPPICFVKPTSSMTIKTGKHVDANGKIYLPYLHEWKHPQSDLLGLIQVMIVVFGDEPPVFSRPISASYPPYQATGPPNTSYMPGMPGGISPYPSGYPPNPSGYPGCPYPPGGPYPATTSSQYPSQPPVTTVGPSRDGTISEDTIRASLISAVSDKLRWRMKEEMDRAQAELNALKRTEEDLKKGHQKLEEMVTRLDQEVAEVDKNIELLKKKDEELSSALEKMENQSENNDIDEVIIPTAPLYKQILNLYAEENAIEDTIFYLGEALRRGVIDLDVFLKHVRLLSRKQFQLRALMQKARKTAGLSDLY
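FP read-out: FITC-PTAP peptide, 50 nM final, binding Tsg101 binding domain, 10 uM final; 20 min, r.t.; 10 mM HEPES pH 7.5, 0.15 M NaCl, 0.01% Tween 20, 3 mM EDTA, 0.1 mM TCEP.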
Eya2 phos inh: qHTS Assay for Inhibitors of the Phosphatase Activity of Eya2; 0.006% of 330,000 active; AID 488837, 2010; recombinant Eya2, OMFP fluorescence dephosphorylation (OMFP is methylfluorescein phosphate); Protein phosphatase EYA2 (Homo sapiens), O00167; Potency, µM (top dose mostly 76.9 µM), for inactives: at the top dose activity, negative = inhibition, usual class: inhibitors; also: potency is read from the fitted curve at half-maximal effect; % is scaled to controls: 0 for no effect and ±100 for the full control effect
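Eya2 protein (added as 0.2 uM solution) was preincubated with compound for 10 min at ambient temperature in 50 mM HEPES pH 7.5, 50 mM NaCl, 5 uM MgCl2, 0.05% BSA, 1 mM DTT. OMFP (added at 50 uM) then reacted 10 min; fluorescence read at 485/525 nm.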
ELG1 genotox: qHTS screen for small molecules that induce genotoxicity in human embryonic kidney (HEK293T) cells expressing luciferase-tagged ELG1; AID 504466, 2011; Potency, µM (titrated, usually from 46 µM), inactives show top-dose activity change, positive = activation, actives largely listed as activators; 1.3% of 330,000 active; HEK293T ELG1-luciferase reporter, luminescence, 16 h; also: potency is read from the fitted curve at half-maximal effect; % of control where 0% means no effect; nearly all actives have a fitted effect of over 60% in size
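Genotoxic stress is detected as increased luminescence from luciferase-tagged ELG1 in HEK293T cells, measured with ONE-Glo after a 16 hr treatment at 37 °C.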
B2AR arrestin: qHTS assay of beta-arrestin-biased ligands of beta2-adrenergic receptor; AID 492947, 2010; 0.02% of 330,000 active; beta-arrestin recruitment to beta2AR, cell-based reporter; Potency, µM (series often up to 46.1 µM), without a hit: at the highest dose activation, hits mostly activators; Beta-2 adrenergic receptor (Homo sapiens), P07550;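 also: potency is read from the fitted curve at half-maximal effect; 0% = DMSO controls and full agonism = EC100 isoproterenol or metaproterenol; nearly all actives have a fitted effect of over 65% in size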
An asterisk follows results filed as active; u = inconclusive; x = not tested or not shown; [ ] = remark or other dose. Unless noted, calls follow the shape of the dose curve; as a rule, active = well fitted curve in the direction sought with a large enough effect; inconclusive = small, poorly fitted or top-dose-only effect, or another doubt; inactive = no such curve, though single readings can be large; an effect the other way counts as inactive or inconclusive.

SMILES	TRPV1 agonist	USP2a block	a7 integrin act	uPA surface inh	S-ASM inh	p53 reactivation	BRCA1 expr up	PTAP TSG101 blk	Eya2 phos inh	ELG1 genotox	B2AR arrestin
COc1ccc([N+](=O)[O-])cc1NC(=O)c1ccccc1SC	5	-1%	6%	-2%	0%	16%	4%	-5%	2%	4%	0.4%
COC(=O)CSc1nc(C(C)C)nc2ccccc12	16	1%	-15%	-6%	6%	u	1%	-1%	2%	-6%	-0.8%
CCOc1ccc(N2C(=O)CC(SCC(=O)O)C2=O)cc1 (configuration not stated)	-3	-2%	11%	-1%	-1%	2%	0%	2%	14%	1%	-0.2%
Cc1cc(-c2ccc(C)c(S(=O)(=O)NCCCN3CCCCCC3)c2)on1	4	1%	-26%	3%	13%	8%	14%	-3%	-6%	-2%	0.3%
Cn1c(CC2C(=O)Nc3ccc(Br)cc32)nc2ccccc2c1=O (configuration not stated)	1	0%	5%	-7%	-13%	-17%	-95%[inhibitor]	-3%	-11%	-18%	-0.6%
NC(=O)COC(=O)C1c2ccccc2Oc2ccccc21	-7	1%	8%	-1%	4%	-1%	-40%	-1%	-10%	-4%	0.7%
C[C@@H]1CCC[C@@]2(O[C@@H](CCO)C[C@@H](O)[C@@H]2O)O1	x	x	10%	2%	-1%	x	6%	-2%	x	x	x
Cc1ccc(S(=O)(=O)Nc2ccc(Br)cc2/C=N/n2cnnc2)cc1	-2	-9%	16%	-6%	1%	-16%	-3%	-10%	5%	-9%	0.6%
CCCC(=O)Nc1cc2c3c(c1)CC(=O)N3CCC2	2	-4%	-3%	17%	1%	5%	-7%	-2%	-10%	1%	0.3%
Cn1c(=O)c2c(nc(-n3ccnc3)n2Cc2ccccc2)n(C)c1=O	x	0%	1%	-1%	2%	10%	-6%	3%	-4%	1%	-0.4%
COC(=O)c1ccc(C)c(NC(=O)CCn2[nH]c(=O)ccc2=O)c1	x	-5%	5%	1%	3%	9%	-3%	-1%	1%	1%	1.9%
CC1CN(c2sc(S(C)(=O)=O)nc2S(=O)(=O)c2ccc(Cl)cc2)CC(C)O1 (configuration not stated)	5	2%	-47%[inhibitor]	-11%	0%	10%	-13%	-1%	2%	-5%	-1.2%
COc1cccc(/C=C/C(=O)N2CCN(c3ccccn3)CC2)c1	-1	-2%	u	-5%	2%	9%	19%	-7%	-13%	-3%	-0.2%
Cc1scc(C(=O)NNC(=S)NCc2ccccc2)c1C	14	3%	22%	-3%	3%	12%	-15%	-4%	-5%	-1%	-1.0%
CC(=O)Nc1c(C)nn(-c2ccc([N+](=O)[O-])cc2)c1C	2	2%	u	2%	0%	-5%	-3%	0%	-11%	-3%	0.4%
Oc1c(Cl)cc(Cl)cc1/C=N/NC(=S)NC1CC2C=CC1C2 (configuration not stated)	1	-8%	-14%	-6%	x	2%	-52%	-1%	2%	-12%	5.0%
CCCC(=O)Nc1ccc(NC(=O)c2ccccc2F)cn1	-1	0%	9%	0%	-1%	x	81%	-5%	5%	8%	-0.1%
CCOC(=O)C1=C(COC(=O)c2ccc(Br)o2)NC(=O)NC1C (configuration not stated)	7	0%	8%	2%	-1%	4%	-9%	-9%	-4%	14%	3.4%
CCOc1ccc(CNC(=O)C2CCC(=O)N2C2CCCC2)cc1OC (configuration not stated)	3	3%	-18%	-4%	2%	-2%	1%	-1%	5%	3%	-0.4%
CCn1c(/C=C/c2ccccc2)nc2ccccc2c1=O	u	4%	-21%	u	-6%	-2%	-34%	-5%	-14%	-7%	-0.5%
O=C(NCc1ccccn1)c1cc2c(ccc3ccccc32)oc1=O	8	1%	u	-4%	x	-3%	34%	-3%	-13%	0%	0.5%
OCC1(Cc2ccccc2F)CCCN(CCc2ccccc2)C1 (configuration not stated)	6	0%	-31%	2%	0%	x	-4%	0%	2%	-2%	-0.1%
O=C(NN1C(=O)/C(=C\c2cccnc2)SC1=S)c1ccco1	0	-1%	3%	2%	-5%	3%	0%	-3%	3%	-4%	0.2%
CC1CCCC(NC(=O)COC(=O)CSc2ccc3ccccc3c2)C1C (configuration not stated)	13	5%	4%	-2%	0%	-4%	-2%	-3%	-11%	1%	-1.3%
O=C(CN1C(=O)NC2(CCCCCC2)C1=O)c1ccc(F)cc1	-1	1%	-2%	0%	0%	7%	-1%	-1%	-19%	16%	0.1%
OCCN1CCN(c2ncnc3ccc(Br)cc23)CC1	x	0%	0%	12%	4%	-3%	-29%	2%	-9%	-15%	u
Cc1nc2ncnn2c(N2CCC(C(=O)NC3CCCC3)CC2)c1Cc1ccccc1	-4	1%	2%[7.66 µM]	x	2%	-2%	11%	1%	13%	-2%	-0.3%
COc1ccccc1N/C(N)=N/c1nc(C(F)(F)F)cc(=O)[nH]1	u	2%	-2%	-1%	-2%	-1%	-48%	1%	-10%	u	0.1%
COc1ccc(N2CCN(C(=O)c3c(C)nn(-c4ccccc4)c3C)CC2)cc1	2	1%	1%	2%	4%	-10%	-24%	1%	-5%	-9%	-0.6%
CCOc1ccccc1/C=N/N1CCN(Cc2ccccc2)CC1	10	1%	21%	6%	4%	-1%	-3%	2%	6%	1%	-0.1%

Exported as comma-separated lines: part of the list above.
canonical_smiles,TRPV1 agonist,USP2a block,a7 integrin act,uPA surface inh,S-ASM inh,p53 reactivation,BRCA1 expr up,PTAP TSG101 blk,Eya2 phos inh,ELG1 genotox,B2AR arrestin
CC1CCCC(NC(=O)COC(=O)CSc2ccc3ccccc3c2)C1C (configuration not stated),13,5%,4%,-2%,0%,-4%,-2%,-3%,-11%,1%,-1.3%
O=C(CN1C(=O)NC2(CCCCCC2)C1=O)c1ccc(F)cc1,-1,1%,-2%,0%,0%,7%,-1%,-1%,-19%,16%,0.1%
OCCN1CCN(c2ncnc3ccc(Br)cc23)CC1,x,0%,0%,12%,4%,-3%,-29%,2%,-9%,-15%,u
Cc1nc2ncnn2c(N2CCC(C(=O)NC3CCCC3)CC2)c1Cc1ccccc1,-4,1%,2%[7.66 µM],x,2%,-2%,11%,1%,13%,-2%,-0.3%
COc1ccccc1N/C(N)=N/c1nc(C(F)(F)F)cc(=O)[nH]1,u,2%,-2%,-1%,-2%,-1%,-48%,1%,-10%,u,0.1%
COc1ccc(N2CCN(C(=O)c3c(C)nn(-c4ccccc4)c3C)CC2)cc1,2,1%,1%,2%,4%,-10%,-24%,1%,-5%,-9%,-0.6%
CCOc1ccccc1/C=N/N1CCN(Cc2ccccc2)CC1,10,1%,21%,6%,4%,-1%,-3%,2%,6%,1%,-0.1%

(listing goes on)
SMILES	TRPV1 agonist	USP2a block	a7 integrin act	uPA surface inh	S-ASM inh	p53 reactivation	BRCA1 expr up	PTAP TSG101 blk	Eya2 phos inh	ELG1 genotox	B2AR arrestin
Cc1ccc(CC2C(=O)N(c3ncccn3)C(=O)C2C)cc1 (configuration not stated)	0	1%	1%	13%	-2%	-3%	0%	-6%	3%	2%	-0.7%
CCOc1ccc(N(C(C)C(=O)Nc2cccnc2)S(C)(=O)=O)cc1 (configuration not stated)	-2	3%	-9%	-1%	7%	-3%	3%	-8%	-1%	0%	0.3%
CC(C)=CC(=O)Nc1nnc(C(C)C)s1	1	5%	-21%	-3%	-1%	12%	u	-2%	-2%	u	-1.0%
O=C(Cn1cncn1)NCc1cccc(C(F)(F)F)c1	-4	0%	-32%	-8%	1%	-2%	-1%	-2%	6%	1%	0.0%
Clc1cccc2c3c([nH]c12)CCNC3	-4	1%	1%	3%	-2%	-3%	-9%	1%	u	-2%	-0.1%
NC1=NS(=O)(=O)NC1c1ccc(Cl)cc1 (configuration not stated)	-1	0%	42%	6%	1%	-12%	4%	-5%	-9%	-5%	0.0%
